Screens deposited in PubChem by Fisher Drug Discovery Resource Center.
NPYLR7 ag: mosquito NPYLR7 agonism; HEK293T NPYLR7/Galpha15, GCaMP6s calcium fluorescence; activation, % at 10 µM; 270,000 tested, 0.15% active; in the data active = activation above about 40%;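 note: 0% = vehicle and 100% = reference agonist at the receptor; some compounds past the cut are filed as inactive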
hcGAS lum: blocks human cGAS activity; recombinant h-cGAS, ATP depletion, Kinase-Glo luminescence; 290,000 tested, 0.081% active; inhibition, % at 12.5 µM; Q8N884;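 note: 0% = vehicle reaction and 100% = reaction without DNA for no activity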
Target sequence (Q8N884 whole entry, looked up): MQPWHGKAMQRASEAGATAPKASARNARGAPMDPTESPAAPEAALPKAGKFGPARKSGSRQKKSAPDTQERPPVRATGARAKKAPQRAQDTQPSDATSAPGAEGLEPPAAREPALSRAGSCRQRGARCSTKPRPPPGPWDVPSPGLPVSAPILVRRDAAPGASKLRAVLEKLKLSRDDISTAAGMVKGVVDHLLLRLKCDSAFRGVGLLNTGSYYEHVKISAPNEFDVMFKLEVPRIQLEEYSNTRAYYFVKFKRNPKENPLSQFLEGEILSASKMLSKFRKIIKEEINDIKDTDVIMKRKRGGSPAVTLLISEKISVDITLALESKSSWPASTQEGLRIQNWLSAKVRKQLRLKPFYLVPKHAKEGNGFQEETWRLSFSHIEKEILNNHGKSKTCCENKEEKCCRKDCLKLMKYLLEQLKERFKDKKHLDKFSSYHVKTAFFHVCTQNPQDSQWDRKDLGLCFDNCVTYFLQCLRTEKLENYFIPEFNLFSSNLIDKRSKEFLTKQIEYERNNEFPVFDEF
mcGAS lum: inhibitors of mouse cGAS; Q8C6L5; recombinant cGAS, Kinase-Glo ATP depletion luminescence; inhibition, % at 12.5 µM; 160,000 tested, 0.15% active;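 note: 0% = negative control wells and 100% = reference inhibitor with no enzyme activity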
Active calls of the source: *; x = no result given; & = joins results of further samples. Cut-off read from the data, not from the text of the source, unless noted: active = inhibition above about 40%; inactive = the rest. Hits appear at their usual frequency; 0.29% or so of the library scored in one or more.

Compound	NPYLR7 ag	hcGAS lum	mcGAS lum
Cc1nc2ncc3c(=O)n(-c4ccc(Cl)c(C(F)(F)F)c4)ccc3n2n1	2	-11	x
CCC(CC)n1nc(C)cc1NC(=O)Cn1cnnn1	0	-3	-13
COc1ccc(-c2onc3c2CCC3)cc1NC(=O)c1cc(C)nn1C	18	4	2
Cc1ccc(OCc2ccc(F)cc2Br)c(CO)n1	-3	-6	x
Cc1nc(CCC(=O)Nc2ccccc2C(=O)N2CCCCCC2)n[nH]1	0	-2	x
CN(C)C1CCCN(C(=O)c2cc(-c3ccncc3)n[nH]2)CC1 (stereo not given)	-2	3	-2
O=C(Nc1ccc(C(=O)N2CCCC2)cc1)c1ccc2c(c1)OCO2	-3	-6	x
CCCCN1CN(C2CCCCC2)CNC1=S	x	1	-3
C=CCN(Cc1nccn1Cc1ccc(Cl)c(Cl)c1)C(=O)C1CCCC1	7	-6	-4
CC(C)Cc1nc(N2CCCN(C(=O)C(C)C)CC2)c2c(-c3cccc(Oc4ccccc4)c3)noc2n1	21	-3	-7
CC1CCc2sc(C(=O)NN=Cc3ccco3)cc2C1 (stereo not given)	1	10	-1
COc1ccc(CCN(C)S(=O)(=O)c2ccc(OC)c(N3CCN(S(=O)(=O)c4ccc(NC(C)=O)cc4)CC3)c2)cc1OC	26	1	-8
CCCCCNC(=O)CSc1nc(Cl)cc(N2CCN(C/C=C/c3ccccc3)CC2)n1	17	-11	-6
Cc1ccoc1C(=O)NCC1CN(S(C)(=O)=O)CCO1 (stereo not given)	16	-1	x
O=C(CC1CSc2nc3[nH]ncc3c(=O)n21)Nc1ccc(F)c(F)c1 (stereo not given)	0	-1	x
CCCCc1ccc(C(=O)N2CCN(C(=O)c3cc(-c4ccc(OC)cc4)n(-c4ccc(C)cc4)c3C)CC2)cc1	x	9	2
O=C(CCn1cnc2ccccc21)NC1CCCCC1	-1	-1	x
Cc1c(C(=O)NCCc2ccccn2)cc(-c2ccc(Cl)cc2)n1-c1ccccc1	-3	-4	-3
Cc1c(C)n2c3c(=O)n(CCCO)c(=O)n(C)c3nc2n1CCc1ccccc1	1	-6	-9
COC(=O)c1ccccc1NC(=O)N1CCCC(C(=O)c2cccc(Cl)c2)C1 (stereo not given)	21	-5	x
Cc1ccccc1CCC(=O)N1CCC(n2c(C)nc3cc(C(F)(F)F)ccc32)CC1	3	-7	-6
O=C(Nc1ccc(-c2onc3c2CCCC3)cc1)c1csc(-c2ccc3c(c2)CCO3)n1	23	-5	-4
Fc1ccc(CN2CCCn3cccc3C2c2ccccc2C(F)(F)F)cc1Cl (stereo not given)	7	-3	-3
O=C(CSc1nnc(-c2ccccc2F)n1-c1ccccc1)OCc1ccccc1	14	-6	-5
CCn1cnnc1C1CCCN(C(=O)CSc2ccccc2C)C1 (stereo not given)	1	-5	x
CCOC(=O)C1(CCCc2ccccc2)CCN(C(=O)c2ccnc3ccc(C)cc23)CC1	12	-2	-4
O=C(C1CCC(O)CC1)N1CCC(C2CCN(Cc3cccc(F)c3F)CC2)C1 (stereo not given)	1	-13	x
Cc1ccc(Cl)cc1-n1c(SCc2ccc(F)cc2)nnc1C(Cc1ccccc1)NC(=O)NC1CCCCC1 (stereo not given)	16	-3	-5
COc1ccc(CCOC(=O)[C@@H]2CCCN2C(=O)CO[C@H]2C[C@@H](C)CC[C@@H]2C(C)C)cc1OC	2	-5	-4
CC(C(=O)Nc1cc(-c2cccs2)ncn1)n1cccn1 (stereo not given)	1	-11	-17
CNC(=S)Nc1ccc(Cl)c([N+](=O)[O-])c1	2	-4	-3
CCc1ccccc1NC(=O)N1CCN(c2cc(-n3cccn3)ncn2)CC1	-9	-4	-5
CCNC(=O)C(C)NC(=O)c1ccc2cccnc2c1O (stereo not given)	9	-4	-5
CC(C)(C)NS(=O)(=O)c1ccc(Br)c(C(=O)OC2CCOC2)c1 (stereo not given)	0	-6	x
CC1CN(c2cc(Cl)nc(SCC(=O)NCCN3CCOCC3)n2)CCN1C(=O)c1ccc(Cl)cc1 (stereo not given)	26	-3	-5
O=C(c1ccc(-n2cncn2)c2ccoc12)N1CCOCC1	-15	-1	-6
CCCCNC(=S)NN=C1CCCC1	4	-2	x
COC(=O)c1ccc(COC(CN2CCN(C(=O)c3cc(C)n(C)n3)CC2)c2ccc(Cl)cc2)cc1 (stereo not given)	3	-9	-7
COCCN(C(=O)C1CCC(=O)N(CCCN2CCCC2=O)C1)C(C)C (stereo not given)	9	-9	x
COc1cc(=O)n(-c2ccc(C)cc2)nc1C(=O)Nc1nc2ccccc2s1	-7	-3	-1
Cc1ccc(C(=O)NCCc2nnc3ccc(SCC(=O)Nc4ccc(C)c(Cl)c4)nn23)cc1	-2	-2	-7
Cc1ccc(C)c(C2CC(c3ccc(F)cc3)=NN2C(=O)CN2CCc3ccccc3C2)c1 (stereo not given)	0	-5	-6
CCOC(=O)C(=O)N1CCN(c2nccc(-c3ccc(C(C)(C)C)cc3)n2)CC1	6	-3	-7
Clc1cccc(C2c3cccn3CCCN2Cc2cccc(Oc3ccccc3)c2)c1 (stereo not given)	-6	-1	2
CCCCS(=O)(=O)N1CCN(c2nc(Cc3ccccc3)nc3c2cnn3-c2cccc(Cl)c2)CC1	17	-4	-4
O=C(C[n+]1ccccc1)NN=Cc1cccc(Oc2ccccc2)c1	-2	-3	-8
CCCn1cc(CNC2CC(=O)N(C3CCCCCC3)C2)c(C)n1 (stereo not given)	3	-10	x
NC1CC2CC3CC(C2)C1C3 (stereo not given)	4	-3	x
CC(c1ccon1)N(C)C(=O)C1CCN(c2nc(-c3ccccc3)nc3c2CCC3)CC1 (stereo not given)	x	-3	-7
O=C(c1ccc(-c2ccccc2)cc1)C1CCCN(Cc2cc(=O)[nH]c(=O)[nH]2)C1 (stereo not given)	18	-8	x

Next section.
Compound	NPYLR7 ag	hcGAS lum	mcGAS lum
Cc1ccccc1NCN1C(=O)C2CC=CCC2C1=O (stereo not given)	4	6	x
O=C(NC1CCC(n2cnnc2)CC1)C1=Cc2ccccc2OC=C1 (stereo not given)	30	-3	-19
CCCc1noc(CCC(=O)NCCc2csc(C)n2)n1	0	-16	x
CC(CCc1ccccc1)NC(=O)c1csc(CSc2nnc(-c3ccco3)n2-c2ccccc2Cl)n1 (stereo not given)	0	-4	-4
O=S(=O)(NCC1CCN(c2ncccn2)CC1)c1ccc(OC(F)(F)F)cc1	-8	-1	x
CCc1[nH]n(-c2ccc(Cl)c(Cl)c2)c(=O)c1C1=C([n+]2cccc(C)c2)C(=O)N(CC2CCCO2)C1=O (stereo not given)	1	-3	-4
CS(=O)(=O)N1CCC(NCc2ccc(Cl)c(Cl)c2)CC1	1	-1	1
CC(Nc1nn2cc(C(C)(C)C)nc2s1)c1ccc2c(c1)CCC(=O)N2 (stereo not given)	8	-11	x
C=C(C)Cn1c(C2CC(=O)N(c3ccccc3OCC)C2)nc2ccccc21 (stereo not given)	-2	-6	-3
COc1cccc(-c2nc(OC)nn2-c2cccc(NC(=O)c3ccc([N+](=O)[O-])cc3)c2)c1	x	-2	1
O=C1CC(c2ccccc2O)Cc2nc3nc4ccccc4n3cc21 (stereo not given)	5	-4	x
CC(=O)Nc1cccc(-c2ccc(N(C)C(C)=O)cc2)c1	27	-6	x
CCN1C(=O)C(=Cc2cc(C)n(-c3ccc(F)cc3)c2C)SC1=S	-3	-4	-6
CON(C)C(=O)CN1C(=O)CC2(C1=O)C(=O)N(CCCOc1ccccc1)c1ccc(F)cc12 (stereo not given)	-4	-3	-2
COc1ccc(NC(=O)N2CCN(c3nc(C4CC4)nc4ccccc34)CC2)cc1	-2	1	-1
CCOC(=O)c1c(C)[nH]c(C(=O)OCC(=O)c2ccc[nH]2)c1C	2	-4	-3
Cc1cc(C)c(CN2CCC(CN)C2)c(-n2cccn2)c1 (stereo not given)	2	-5	x
CCCNc1nc(SC)nc2c1cnn2CCNC(=O)C1CCCC1	x	-4	-5
COC(=O)CCCCC(=O)N1CCN(CC(OCc2c(F)cccc2F)c2ccc(Cl)cc2)CC1 (stereo not given)	-3	-7	-8
CN(C)CCNC(=O)[C@@]1(OCc2ccccc2C#N)CC(OCc2c(F)cccc2F)[C@@H]2OC(C)(C)O[C@@H]2C1 (stereo not given in full)	-1	7	0
CCn1nnc2c(N3CCN(c4cccc(Cl)c4)CC3)ncnc21	10	-9	x
FC(F)(F)c1ccc(N2CCN(c3cc(-c4ccccc4)nc4ncnn34)CC2)cc1	x	-5	-6
CCN(CC)C(=O)Oc1ccc2c(ccn2Cc2cc(C)cc(C)c2)c1NC(=O)c1cc(C)on1	0	-1	-5
COc1cccc(Cn2cccc2CN(Cc2ccccc2)C(=O)CN(CC(C)C)C(=O)Nc2cccc(F)c2)c1	-1	-4	-6
O=C1C2SCCN2C(=O)c2ccccc2N1CC(=O)N1CCCC1c1ccc2c(c1)OCO2 (stereo not given)	0	-7	x
COCCOc1nc(-c2cccc(C(F)(F)F)c2)n(-c2ccc(NC(=O)c3ccco3)cc2)n1	-8	1	-2
Nc1nnnn1/N=C\c1ccc(O)c(O)c1	-7	1	-5
C=CCN(CC=C)C(=O)CSc1nnc(-c2ccco2)n1-c1cc(Cl)ccc1C	x	-5	-9
CCCNc1nc(SC)nc2c1cnn2CCNC(=O)c1ccc(F)c(F)c1	x	-6	-6
Cc1nc(CN2CCN(C(=O)Cn3nnnc3CN3CCCC3)CC2)cs1	-4	-3	x
CCOc1ccc(NC(=O)C(C)(C)C)cc1S(=O)(=O)N(C)C	12	-14	x
Cc1cccc(Cn2c(SCC(C)O)nc3c2c(=O)n(C)c(=O)n3C)c1 (stereo not given)	x	-9	-9
Nc1ccn(C2O[C@H](CO)[C@@H](O)[C@H]2O)c(=O)n1 (stereo not given in full)	-5	-4	x
COc1cccc(Cn2cccc2CN(Cc2ccccc2)C(=O)CN(CC(C)C)S(=O)(=O)c2c(C)cc(C)cc2C)c1	-4	-11	-6
CCCNC(=O)c1cc(-c2ccc(F)cc2)n(-c2cccc(C)c2)c1C	33	-6	-4
CCn1c(C2CCNCC2)nn(CC23CC4CC(CC(C4)C2)C3)c1=O	-2	-5	x
Cc1nc(SCc2ccc(C(=O)O)cc2)nc(N2CCN(c3ccccc3Cl)CC2)c1C	9	-4	-5
Cc1cc2nc(N(Cc3cccnc3)C(=O)c3ccc([N+](=O)[O-])s3)sc2cc1C	-2	-8	-8
CN(Cc1ccco1)c1nnnn1-c1ccccc1	0	-7	-11
NCc1ccccc1Cn1ccnc1	2&2	2&-9	-10
CCCCC(=O)N1CCc2c([nH]c3ccc(OC)cc23)C1c1ccc(OCc2ccccc2)cc1 (stereo not given)	-5	-4	1
CCOC(=O)C1(CC2CC2)CCN(C(=O)Cn2cnnn2)CC1	12	-2	-4
O=C(c1ccc(Cl)cc1)N(Cc1nccn1Cc1ccccc1C(F)(F)F)CC1CCCO1 (stereo not given)	2	-8	-9
COc1ccc2[nH]cc(CC(=O)N3CCCC(CC(C)C)C3)c2c1 (stereo not given)	7	-12	-8
Cc1cnc2c(c1SCC(=O)Nc1ccccc1C(F)(F)F)c(=O)n(C)c(=O)n2C	8	-7	-7
CC(=O)CN1C(=O)C(=O)c2cc(Br)ccc21	-1	0	-1
Cc1ccc(-c2nnc3c4ccccc4c(C)nn23)cc1S(=O)(=O)NC1CCCCC1	-4	-5	x
O=S(=O)(c1cc(Br)ccc1Br)N1CCCc2ccccc21	-4	-3	x
COCCN(Cc1ccc(OC)cc1)c1c(C)nc2ccc(C(=O)N3CCN(C)CC3)cn12	-3	-5	-3
COc1ccc(/C=C2\SC(=S)N(CC(=O)NNC(=O)c3ccncc3)C2=O)cc1	-5	8	3

Further records
Compound	NPYLR7 ag	hcGAS lum	mcGAS lum
Cc1cc(-n2c(C)cc(C(=O)COC(=O)c3sccc3C)c2C)no1	-3	-2	x
CCN(CC)C(=S)SC(C)c1nnc(C)o1 (stereo not given)	-1	-14	x
CSc1ccc(CN(Cc2ccco2)C(=O)c2cccc(C(F)(F)F)c2)cc1	-7	-8	-5
COC(=O)CCCC(=O)N1CCc2c([nH]c3ccc(OC)cc23)C1c1ccc(-c2ccccc2C(F)(F)F)o1 (stereo not given)	-1	-11	-6
CC(=O)Nc1ccccc1OCc1ccccc1F	4	-13	-6
Cc1cc(C)cc(C(=O)NCC(=O)N2CCN(c3ncccn3)CC2)c1	6	-12	x

Three structures out of the list, arranged by length of the SMILES, largest number first:
Compound	NPYLR7 ag	hcGAS lum	mcGAS lum
CSc1ccc(CN(Cc2ccco2)C(=O)c2cccc(C(F)(F)F)c2)cc1	-7	-8	-5
Cc1cc(C)cc(C(=O)NCC(=O)N2CCN(c3ncccn3)CC2)c1	6	-12	x
CCN(CC)C(=S)SC(C)c1nnc(C)o1 (stereo not given)	-1	-14	x

Molecules above with a nitro group on carbon, in the order listed:
Compound	NPYLR7 ag	hcGAS lum	mcGAS lum
CNC(=S)Nc1ccc(Cl)c([N+](=O)[O-])c1	2	-4	-3
COc1cccc(-c2nc(OC)nn2-c2cccc(NC(=O)c3ccc([N+](=O)[O-])cc3)c2)c1	x	-2	1
Cc1cc2nc(N(Cc3cccnc3)C(=O)c3ccc([N+](=O)[O-])s3)sc2cc1C	-2	-8	-8
